Source: PubChem
A3A deaminase – blocks human APOBEC3A ssDNA deamination. P31941. recombinant A3A, FAM/TAMRA ssDNA deamination fluorescence. inhibition, % at 20 µM. hit rate 0.41% among 330,000;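 active means at least 40% inhibition at 20 µM here, with at most 30% in a related deaminase screen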;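 further: plate controls were A3A with DMSO for no effect and wells lacking A3A enzyme for full effect; some results filed as inactive read as strong as hits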
CXCR6 inh – inhibitors of human CXCR6 receptor; O00574; CHO-K1 PathHunter CXCR6 beta-arrestin, luminescence; inhibition, % at 20 µM; hit rate 0.36% among 360,000; AID 602244; in the data active means inhibition above about 34%, passing the limit was not always enough;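 further: antagonist mode with CXCL16 agonist at 10 nM final; 0% = 10 nM CXCL16 with DMSO and 100% = unstimulated wells without agonist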
Target sequence (O00574 whole entry, looked up): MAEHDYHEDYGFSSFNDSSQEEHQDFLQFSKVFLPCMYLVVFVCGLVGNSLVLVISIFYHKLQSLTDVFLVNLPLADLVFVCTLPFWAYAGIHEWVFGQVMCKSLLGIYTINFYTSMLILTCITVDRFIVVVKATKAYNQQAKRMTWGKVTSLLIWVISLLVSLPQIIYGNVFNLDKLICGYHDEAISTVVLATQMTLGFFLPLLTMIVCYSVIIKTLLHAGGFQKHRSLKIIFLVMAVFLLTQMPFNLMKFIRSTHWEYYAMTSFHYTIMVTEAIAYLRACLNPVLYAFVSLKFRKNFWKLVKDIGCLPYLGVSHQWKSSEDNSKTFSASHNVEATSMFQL
NR3A LBD binder – modulators (binders) of human NR3A ligand-binding domain; NR3A LBD differential scanning fluorimetry, Tm shift; 0% = protein alone, 100% = glycine-bound protein; Tm shift relative to glycine control, % at 25 µM; hit rate 2.5% among 340,000; AID 1259313;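 active means melting temperature shift of at least 10% of the positive control shift, at one fixed dose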
CCR6 antagonist – antagonists of human CCR6 receptor; inhibition, % at 20 µM; CHO-K1 CCR6 PathHunter beta-arrestin, luminescence, CCL20-stimulated; P51684; hit rate 0.49% among 340,000;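 active means compounds whose inhibition of the agonist-driven luminescence signal at 20 µM reaches about 50%, limit read from the data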;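 further: cells stimulated with CCL20 at 14 nM final; plate controls were DMSO with CCL20 for no effect and DMSO without agonist for full effect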
MPTP inh – blocks calcium-induced mitochondrial swelling; inhibition, % at 10 µM; isolated mouse mitochondria, Ca2+ swelling absorbance, 30 min; hit rate 1.4% among 360,000;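 active means inhibition of 50% or more, scaled per plate between neutral and stimulator controls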;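 further: 0% = DMSO wells given calcium and 100% = 1 mM EGTA wells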
Gli-Sufu antag – Gli-Sufu pathway antagonism | hit rate 0.74% among 340,000 | inhibition, % at 5 µM | Sufu-KO-LIGHT fibroblasts, Gli luciferase reporter luminescence;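 active means inhibition above about 55%, limit read from the data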;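 further: 0% = DMSO-treated cells and 100% = wells with medium but no cells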
EBI2 antag – blocks human EBI2 receptor beta-arrestin signaling | P32249 | EBI2 beta-arrestin recruitment, luminescence, 7a,25-OHC stimulated | inhibition, % at 5 µM | hit rate 0.81% among 360,000; in the data active means inhibition above about 38%;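 further: enzyme fragment complementation signal reports receptor beta-arrestin coupling in cells; 0% = agonist plus DMSO wells and 100% = wells without agonist; some results beyond the cut were filed as inactive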
Target sequence (P32249 whole entry, looked up, the tested form may be a part): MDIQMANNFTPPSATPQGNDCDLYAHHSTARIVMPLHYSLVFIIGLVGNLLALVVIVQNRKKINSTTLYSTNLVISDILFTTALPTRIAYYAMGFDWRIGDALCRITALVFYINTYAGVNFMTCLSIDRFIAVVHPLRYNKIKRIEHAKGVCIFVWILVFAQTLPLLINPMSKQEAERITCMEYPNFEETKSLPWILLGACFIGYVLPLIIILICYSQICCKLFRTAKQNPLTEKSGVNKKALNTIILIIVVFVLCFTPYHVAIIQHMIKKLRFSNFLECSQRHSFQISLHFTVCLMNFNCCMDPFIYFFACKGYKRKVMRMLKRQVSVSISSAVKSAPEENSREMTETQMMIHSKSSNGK
A3G deaminase – blocks human APOBEC3G single-stranded DNA deamination; Q9HC16; recombinant A3G, ssDNA deamination FAM/TAMRA fluorescence; inhibition, % at 20 µM; hit rate 0.28% among 330,000;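 active means inhibition of at least 40% at 20 µM, with no more than 30% in the related APOBEC3A deaminase screen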;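 further: plate controls were DMSO wells with A3G for no effect and wells lacking A3G enzyme for full effect; some compounds called inactive have numbers as strong as hits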
An asterisk follows results filed as active; x = not tested or not shown; & = joins results of further samples.

SMILES	A3A deaminase	CXCR6 inh	NR3A LBD binder	CCR6 antagonist	MPTP inh	Gli-Sufu antag	EBI2 antag	A3G deaminase
O=C1NC(=S)S/C1=C\C=C\c1ccc([N+](=O)[O-])o1	x	33	4	61*	40	50	4	x
O=C(O)c1cc(=O)c2ccccc2o1	-3	-3	3	3	0.3	-2	1	-10
CCCCN(CCCC)CCCOC(=O)c1ccc(N)cc1	2	5	0	3	-0.2	-2	-3	-4
CC(=O)Oc1ccc2c(C)cc(=O)oc2c1	-4	4	-1	1	0.5	-1	-4	-4
CN[C@@H]1[C@H](O)[C@H](NC)[C@H]2O[C@@]3(O)C(=O)C[C@@H](C)O[C@H]3O[C@@H]2[C@H]1O	-2	5	8	3	0.2	1	-4	17
O=C(c1ccccn1)N(Cc1cccs1)C1(C(=O)NC2CCCCC2)CCCCC1	0	9	0	23	1.8	11	23	-13
O=C(NC1CCN(CCc2c[nH]c3ccccc23)CC1)c1ccccc1	3	5	-1	14	0.1	37	1	1
COc1cc(C2Oc3cc(C4Oc5cc(O)cc(O)c5C(=O)C4O)ccc3OC2CO)ccc1O (configuration not stated)	-3	6	-11	-15	-0.4	-17	-5	-8
CCC(C(=O)Nc1ccccc1N1CCCC1)c1ccccc1 (configuration not stated)	0	-6	1	28	-0.1	2	15	4
CC(=O)OCC(=O)[C@@]1(O)CC[C@H]2[C@@H]3CCC4=CC(=O)C=C[C@]4(C)[C@@]3(F)[C@@H](O)C[C@@]21C	-4	7	-3	6	-3.4	5	1	-2
CC(Cc1cccc(C(F)(F)F)c1)NCCOC(=O)c1ccccc1 (configuration not stated)	-3&-1	-2&1	-1&1	10&4	-0.6&4.1	-4&5	3&0	-4&-3
Cc1nc2c3ccccc3nc(NNC(=O)CCC(=O)N3CCN(c4ccccc4F)CC3)n2n1	-4	2	0	-2	-0.2	-1	2	-4
CCc1ccccc1OC[C@@H](O)CN[C@H]1CCCc2ccccc21	1	4	-1	14	104*	8	-11	2
O=C(Nc1cc(-c2ccccc2)nn1-c1ccccc1F)c1ccc([N+](=O)[O-])cc1	-1	-10	-3	17	-0.4	8	-1	-8
Cc1scc2c1N(C(=O)CN1CCN(C)CC1)c1ccccc1NC2=O	5	0	1	-6	-1.2	5	3	-1
CC(C)(C)NCC(O)COc1cccc2c1C[C@H](O)[C@H](O)C2 (some centres not stated)	2	0	-3	-3	-1.9	3	-4	-4
CCCCCCCCCCCCCCCC(O)C(N)CO (configuration not stated)	-1	9	-7	24	80*	-6	3	-15
C/C(=N\NC(=S)NCc1ccccc1)C1CCCCC1	0	21	-2	38	-0.1	-10	13	-15
CCc1cccc(CC)c1NC(=O)CN(CC(=O)O)CC(=O)O	-2	-1	0	-5	-0.2	-23	-5	-1
CN(C)S(=O)(=O)n1cc(/C=C(\NC(=O)c2ccccc2)C(=O)NCCCn2ccnc2)c2ccccc21	-6	0	-2	0	-1.2	2	-12	-5
CC(C)NNC(=O)c1ccncc1	-1	1	-1	18	-2.6	11	-8	3
Cc1cc(=O)oc2cc(O)ccc12	-2	4	0	9	-0.8	6	-6	-3
N=c1nc(N2CCCCC2)cc(N)n1O	-3&-3	4&3	6&3	1&7	1.5&-0.4	-1&0	6&7	-3&-8
C[C@@H]1C[C@H]2[C@@H]3CCC4=CC(=O)C=C[C@]4(C)[C@@]3(Cl)[C@@H](O)C[C@]2(C)[C@@]1(OC(=O)c1ccco1)C(=O)CCl	1	-11	-1	-4	-2.1	10	22	-4
CC(C)(C)NCC(O)COc1cccc2c1CC(O)C(O)C2 (configuration not stated)	-2	-2	1	-3	-1.5	0	-6	-5
C[C@H](CCC(=O)O)[C@H]1CC[C@H]2[C@@H]3[C@H](O)C[C@@H]4C[C@H](O)CC[C@]4(C)[C@H]3CC[C@]12C	12	-7	-5	0	1.0	-2	-14	-6
CC1(C)O[C@@H]2C[C@H]3[C@@H]4C[C@H](F)C5=CC(=O)C=C[C@]5(C)[C@@]4(F)[C@@H](O)C[C@]3(C)[C@]2(C(=O)CO)O1	-6	0	-2	6	-0.3	12	-4	-4
O=[N+]([O-])c1cncn1CCN1CCOCC1	x	-9	-2	-9	-2.4	6	1	x
CC[C@]12CCCN3CCc4c(n(c5ccccc45)[C@](O)(C(=O)OC)C1)[C@@H]32	-2	2	-1	-7	0.8	-2	4	-7
COc1cc(N)c(Cl)cc1C(=O)N[C@H]1CCN(CCCOc2ccc(F)cc2)C[C@H]1OC	2	0	3	10	-0.5	8	2	0
CCCC(=O)O[C@]1(C(=O)CCl)[C@@H](C)C[C@H]2[C@@H]3CCC4=CC(=O)C=C[C@]4(C)[C@@]3(F)C(=O)C[C@@]21C	-3	2	3	22	1.7	8	20	-7
CCCC1(c2ccccc2)NC(=O)N(CC(=O)N(C)Cc2c(F)cccc2Cl)C1=O (configuration not stated)	0	-6	-3	-3	-2.9	5	-6	-4
COC(=O)N/N=C/c1c[n+]([O-])c2ccccc2[n+]1[O-]	1	-5	2	-4	-1.3	-1	-2	-2
CCCC(=O)O[C@]1(C(=O)COC(C)=O)CC[C@H]2[C@@H]3C[C@H](F)C4=CC(=O)C=C[C@]4(C)[C@@]3(F)[C@@H](O)C[C@@]21C	1	-2	3	14	1.3	14	-1	0
Cn1ccc2cc3c(cc21)CCN3C(=O)Nc1cccnc1	18	-12	-7	6	0.3	-37	-6	5
O=C(O)Cc1cn(-c2ccccc2)nc1-c1ccc(Cl)cc1	-1	-9	12*	1	-0.5	9	-12	-9
CCCOc1ccc(C(=O)OCCN(CC)CC)cc1N	-1	6	-1	4	-1.5	34	2	-3
CCCCCCCCCCCCCCC[C@@H](O)[C@@H](N)CO	x	15	5	68*	2.6	-4	12	x
COc1ccc(C(=O)c2ccccc2)c(O)c1	-4	-3	-1	-10	-0.4	24	11	-2
Nc1ncnc2c1c(-c1ccc(Oc3ccccc3)cc1)cn2C1CCCC1	-1	-3	-1	7	6.1	43	20	-4
Cc1c(C)n(Cc2ccccc2)c2ccc(C(=O)OCCN(C)C)cc12	-3	13	0	14	40	-6	13	-5
Nc1c2ccccc2nc2ccccc12	35&25	-7&-12	-5&-1	14&18	-1.5&1.9	18&-17	1&-6	21&27
CC1O[C@@H](OCC2O[C@@H](Oc3cc(O)c4c(c3)OC(c3ccc(O)cc3)CC4=O)[C@H](O)[C@@H](O)[C@@H]2O)[C@H](O)[C@H](O)[C@H]1O (some centres not stated)	0	-3	1	12	0.3	-26	3	-2

Structural class, the entries above containing fluorine
SMILES	A3A deaminase	CXCR6 inh	NR3A LBD binder	CCR6 antagonist	MPTP inh	Gli-Sufu antag	EBI2 antag	A3G deaminase
CC(=O)OCC(=O)[C@@]1(O)CC[C@H]2[C@@H]3CCC4=CC(=O)C=C[C@]4(C)[C@@]3(F)[C@@H](O)C[C@@]21C	-4	7	-3	6	-3.4	5	1	-2
CC(Cc1cccc(C(F)(F)F)c1)NCCOC(=O)c1ccccc1 (configuration not stated)	-3&-1	-2&1	-1&1	10&4	-0.6&4.1	-4&5	3&0	-4&-3
Cc1nc2c3ccccc3nc(NNC(=O)CCC(=O)N3CCN(c4ccccc4F)CC3)n2n1	-4	2	0	-2	-0.2	-1	2	-4
O=C(Nc1cc(-c2ccccc2)nn1-c1ccccc1F)c1ccc([N+](=O)[O-])cc1	-1	-10	-3	17	-0.4	8	-1	-8
CC1(C)O[C@@H]2C[C@H]3[C@@H]4C[C@H](F)C5=CC(=O)C=C[C@]5(C)[C@@]4(F)[C@@H](O)C[C@]3(C)[C@]2(C(=O)CO)O1	-6	0	-2	6	-0.3	12	-4	-4
COc1cc(N)c(Cl)cc1C(=O)N[C@H]1CCN(CCCOc2ccc(F)cc2)C[C@H]1OC	2	0	3	10	-0.5	8	2	0
CCCC(=O)O[C@]1(C(=O)CCl)[C@@H](C)C[C@H]2[C@@H]3CCC4=CC(=O)C=C[C@]4(C)[C@@]3(F)C(=O)C[C@@]21C	-3	2	3	22	1.7	8	20	-7
CCCC1(c2ccccc2)NC(=O)N(CC(=O)N(C)Cc2c(F)cccc2Cl)C1=O (configuration not stated)	0	-6	-3	-3	-2.9	5	-6	-4
CCCC(=O)O[C@]1(C(=O)COC(C)=O)CC[C@H]2[C@@H]3C[C@H](F)C4=CC(=O)C=C[C@]4(C)[C@@]3(F)[C@@H](O)C[C@@]21C	1	-2	3	14	1.3	14	-1	0

Single records, from the list above.
`Cc1c(C)n(Cc2ccccc2)c2ccc(C(=O)OCCN(C)C)cc12` is listed with A3A deaminase = -3; CXCR6 inh = 13; NR3A LBD binder = 0; CCR6 antagonist = 14; MPTP inh = 40; Gli-Sufu antag = -6; EBI2 antag = 13; A3G deaminase = -5
`CCCCCCCCCCCCCCC[C@@H](O)[C@@H](N)CO` is listed with A3A deaminase = x; CXCR6 inh = 15; NR3A LBD binder = 5; CCR6 antagonist = 68*; MPTP inh = 2.6; Gli-Sufu antag = -4; EBI2 antag = 12; A3G deaminase = x

Not all compounds are listed. The share of hits here may be higher or lower than overall.
